Screening data from PubChem.
SIRT5 inh = sirtuin-5 (human) deacylase inhibition; Purified SirT5, succinyl-peptide AMC, trypsin-coupled fluorescence; inhibition, % at 15 µM; 330,000 tested, 1.1% active; AID 652115; in the data active = inhibition above about 15%; inconclusive = no clear call, values can overlap the other calls
Target sequence (Q9NXA8 whole entry, looked up): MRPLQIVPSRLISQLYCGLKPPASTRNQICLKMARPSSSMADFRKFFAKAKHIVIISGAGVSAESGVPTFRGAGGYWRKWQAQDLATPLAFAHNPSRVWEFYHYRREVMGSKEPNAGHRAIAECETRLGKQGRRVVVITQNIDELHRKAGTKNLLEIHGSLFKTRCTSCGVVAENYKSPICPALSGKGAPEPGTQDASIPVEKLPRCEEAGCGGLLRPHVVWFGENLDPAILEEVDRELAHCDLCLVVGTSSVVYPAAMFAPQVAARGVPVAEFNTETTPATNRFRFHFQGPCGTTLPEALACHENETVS
esBAF inh = inhibitors of esBAF chromatin remodeling in mouse ES cells. 350,000 tested, 2% active. Bmi1-luciferase knock-in reporter, 24 h; 100% = twice the neutral-well signal. reporter increase, % at 12.5 µM; in the data active = activation above about 40%; inconclusive = no clear call, values can overlap the other calls;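 also: 0% = median of the plate's neutral control wells and 100% = double that signal; a rise in the Bmi1 reporter signal indicates esBAF inhibition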
FN deposition inh = fibronectin deposition inhibition; AH1F fibroblasts, Alexa488-fibronectin deposition fluorescence, overnight; inhibition, % at 12.6 µM; 350,000 tested, 0.086% active;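 active = mean inhibition across replicates of 30% or more, regardless of how many single replicates reach that level; inconclusive = mean under 30% yet at least half of replicates reach 30%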;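 also: positive control wells lacked labelled fibronectin entirely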
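Assay system: AH1F fibroblasts assembling fluorescent fibronectin matrix; Amount: 10000 AH1F cells per well; Buffer or medium: DMEM, 2% serum; Probe or stimulus: Alexa488-fibronectin, 24 nM final in well; Doses: single compound dose, delivered by pin transfer; Incubation: 1 h adhesion, overnight exposure; Measured by: fluorescence 485/525 nm; Read-out: fibronectin deposition inhibition.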
LGR2 inh = blocks bursicon-induced cAMP signaling via Drosophila LGR2; HEK293 LGR2, CRE-luciferase, bursicon-stimulated, 4 h; inhibition, % at 9.99 µM; 380,000 tested, 0.35% active; AID 720647;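 active = drop in luminescence signal, shown as inhibition above about 50% in the replicate tests, limit read from the data, passing the limit was not always enough; inconclusive = probably only some replicates passing the limit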;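 also: agonist challenge used bursicon conditioned medium at about half maximal strength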
C2C12 statin = protects C2C12 myotubes from simvastatin toxicity; ATP luminescence, 48 h; scaled: DMSO 0, geranylgeraniol control 100; rescue of ATP level, % at 7.49 µM; 330,000 tested, 0.78% active; AID 602340;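 active = mean ATP rescue above about 67%, or every replicate alone reaching that limit, limit read from the data, passing the limit was not always enough; inconclusive = no clear call, values can overlap the other calls; inactive = mean under the limit and some replicate under it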;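 also: myotubes were challenged with 10 µM simvastatin during compound exposure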
S100A4 MyoIIA = blocks human S100A4 binding to myosin IIA peptide; 360,000 tested, 0.14% active; P26447; S100A4/TAMRA-MyoIIA peptide fluorescence polarization; AID 652163; inhibition, % at 10.7 µM;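 active = mean inhibition of at least 70% across replicates, with every replicate also reaching that level; inconclusive = mean inhibition reaches 70% but some replicates fall short; inactive = mean inhibition below 70%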
Target sequence (P26447 whole entry, looked up): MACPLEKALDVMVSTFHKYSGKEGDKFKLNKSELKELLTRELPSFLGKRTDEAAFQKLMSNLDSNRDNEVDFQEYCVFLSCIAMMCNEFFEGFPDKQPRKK
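Test system: S100A4 monomer protein; Medium: HEPES pH 7.2 with CaCl2, KCl, NaCl, DTT, Triton; Probe or stimulus: TAMRA-labelled myosin IIA heavy-chain peptide probe, 5 nM; Doses: one dose per compound; Times: polarization read 5 min after assay mix addition, stable 5–60 min; Benchmarks: neutral control DMSO, positive control TFP.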
Casp6 inh = inhibitors of human caspase-6; 350,000 tested, 0.53% active; inhibition, % at 12.5 µM; purified caspase-6, Z-VEID-R110 cleavage fluorescence; AID 686996;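 active = mean inhibition across replicates at least about 35%, with every replicate also reaching that limit, limit read from the data; inconclusive = only one of the two criteria met; inactive = neither criterion met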;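 also: 0% = median of neutral control wells and 100% = no fluorescence left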
Target sequence (P55212 24-179 limits assumed): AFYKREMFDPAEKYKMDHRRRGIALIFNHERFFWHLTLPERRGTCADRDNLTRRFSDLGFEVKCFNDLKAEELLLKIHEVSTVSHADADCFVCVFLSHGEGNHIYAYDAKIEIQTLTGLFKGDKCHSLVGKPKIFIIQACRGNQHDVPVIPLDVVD
Target sequence (P55212 194-293 limits assumed): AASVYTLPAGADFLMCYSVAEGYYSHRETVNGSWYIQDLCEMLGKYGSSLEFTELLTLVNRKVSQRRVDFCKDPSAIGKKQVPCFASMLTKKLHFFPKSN
The depositor's hits bear a star; ? = inconclusive; / = no result given; & = joins results of further samples. A portion of the library, so the mix of outcomes need not match the whole.

SMILES	SIRT5 inh	esBAF inh	FN deposition inh	LGR2 inh	C2C12 statin	S100A4 MyoIIA	Casp6 inh
Cc1ccc(Cn2ncc(Cl)c(Cl)c2=O)cc1	/	/	-2	-10	/	-1	11
Cc1noc(C)c1NC(=O)Nc1ccc2c(c1)C(=O)N([C@H](C)CO)C[C@@H](C)[C@@H](CN(C)Cc1ccc(Oc3ccccc3)cc1)O2	-7	-1	/	-2	8	17	2
ONC(=Nc1ccccc1)C(=Nc1ccccc1)NO	/	7	/	13	86*	/	/
CN(Cc1ccccc1)C(=O)CN(C1CCCCC1)S(C)(=O)=O	/	-1	5	/	3	/	/
CCOc1ccccc1NC(=O)CSc1nnc2c(CC)c(C)nc(N)n12	/	3	-7	/	7	/	/
CC(=O)NC[C@@H]1[C@H](c2ccc(-c3ccccc3F)cc2)[C@H](CO)N1C(C)=O	-1	1	2	-16	8	0	-3
Cc1nc2nc(SCc3ccccc3)[nH]n2c(=O)c1C	0	0	5	-3	-1	-7	0
CN(C)c1ccc(S(=O)(=O)N2CCCCC2)cc1NC(=O)CCNC(=O)c1ccco1	-9	9	0	4	-7	-9	3
Cc1ccc(Sc2ncccc2C(=O)NCC(c2ccc(F)cc2)N2CCOCC2)c(C)c1 (stereo not given)	-6	/	4	0	/	4	-9
CCOCCCn1c(SCc2nc3sc(C(=O)O)c(C)c3c(=O)[nH]2)nnc1-c1ccc(Cl)cc1	-5	7	-14	-2	6	4	6
O=C(Nc1ccccc1)N1CCCCN2[C@@H](CO)[C@H](c3ccc(C#Cc4cccnc4)cc3)[C@@H]2C1	-2	/	/	5	/	-5	-1
COc1ccc(NC(=O)N(C)C[C@@H]2Oc3ccc(NS(C)(=O)=O)cc3CC(=O)N([C@H](C)CO)C[C@@H]2C)cc1	-2	7	0	-2	4	-5	-2
O=C(CCCCC(=O)Sc1ccccc1)Sc1ccccc1	-2	-2	-1	-6	13	-3	-2
C[C@@H]1C[C@@H]2OC(=O)[C@]3(C)[C@H]2[C@@H](OC3(C)O)[C@]2(C)C(=O)C=C[C@H]12 (stereo not given in full)	-4	-3	8	19	27	-6	4
CC(=O)c1ccc(NC(=O)c2cccc(S(=O)(=O)N3CCN(C)CC3)c2)cc1	0	58*	2	-31	1	4	4
CCN(CC)CCCNC(=S)N1CCC(c2nc3ccccc3[nH]2)CC1	-3	6	5	21	-1	-6	-20
Nc1cc2nc3ccccc3oc-2cc1=O	/	26	/	/	-8	4	11
CN1/C(=C\C(=O)CSc2nnc(N)s2)C(C)(C)c2ccccc21	1	17	0	4	6	-16	0
Cc1ccccc1S(=O)(=O)N1CC[C@H]2[C@H](CO)Nc3ccc(-c4ccc(F)cc4)cc3[C@H]21	/	-2	-7	-24	-11	/	/
O=C(COc1ccccc1F)NC12CC3CC(CC(C3)C1)C2	-1	/	8	-9	/	2	-1
O=C(CN1CCOCC1)NCC[C@@H]1CC[C@H](NC(=O)Nc2ccccc2)[C@H](CO)O1	5	-1	-7	-13	-7	10	-2
COc1ccc(CN(Cc2cccnc2)S(=O)(=O)c2ccc(-n3cnnn3)c(OC)c2)cc1	0	1	17	-12	-6	-2	-1
C[C@@H]1CN([C@H](C)CO)C(=O)c2cccc(N(C)C)c2O[C@@H]1CN(C)C(=O)NC1CCCCC1	27*	3	3	8	-7	-12	1
Cc1cccc(C(=O)OC(C)C(=O)N2CCc3ccccc3C2)c1C (stereo not given)	-4	6	-5	-6	0	-12	2
CCNc1nc(NC(C)(C)C)nc(Oc2ccc(=O)n(-c3ccccc3)n2)n1	0	-5	1	-7	4	1	-3
c1ccc(CN2CCN(CCOCCOc3cccc4ccccc34)CC2)cc1	-1	/	-5	5	/	0	-1
CCCN(C)C[C@@H]1OCCCC[C@H](C)Oc2ccc(NC(=O)Nc3ccc(F)cc3)cc2C(=O)N([C@H](C)CO)C[C@@H]1C	-2	-2	/	-2	-31	6	-1
CC(C)CC#Cc1ccc2c(c1)O[C@@H](CN(C)S(=O)(=O)c1cccc(F)c1)[C@@H](C)CN([C@H](C)CO)S2(=O)=O	20*	1	/	-8	1	33	3
C#CCN(C[C@H]1[C@H](OC(=O)Nc2c(C)noc2C)[C@H](OC(=O)Nc2c(C)noc2C)C[C@@H](C(=O)OC)[C@H]1C(=O)OC)S(=O)(=O)c1ccc(C)cc1	-4	-3	22	31	0	2	0
COc1cc(C)ccc1OCc1cc(C(=O)N2CCN(C3CCCCC3)CC2)no1	-2	61*	2	-34	9	-1	1
N#C[C@@H]1[C@H](c2ccc(-c3ccccc3F)cc2)[C@@H](CO)N1C(=O)Cc1ccccc1	0	3	8	13	17	-8	-1
O=C(CN(Cc1cccs1)S(=O)(=O)c1ccc(S(=O)(=O)N2CCCCC2)cc1)Nc1ccccc1	-4	/	-4	/	/	-1	-4
CCCCOc1ccc(/C(O)=C2/C(=O)C(=O)N(CCN(C)C)C2c2ccc(O)c(OC)c2)cc1 (stereo not given)	/	0	0	/	15	/	/
O=[N+]([O-])c1ccc(S(=O)(=O)CC(CN2CCOCC2)N2CCOCC2)cc1 (stereo not given)	-4	-6	/	31	16	4	1
COc1ccc(-c2n[nH]c3c2CN(C(=O)c2ccccc2)CC3)cc1	-2	6	10	-3	-4	-1	0
Cc1ccc2c(c1)N(CC(=O)Nc1ncccc1C)C(=O)C(C(C)C)O2 (stereo not given)	2	15	4	2	5	0	0
C[C@H]1CN([C@@H](C)CO)C(=O)c2cc(NC(=O)CCN3CCOCC3)ccc2O[C@H]1CN(C)Cc1ccc(C(=O)O)cc1	-5	-3	/	2	20	-5	-3
COC(=O)C[C@@H]1CC[C@H]2[C@@H](COC[C@H](O)CN2S(=O)(=O)c2ccc(F)cc2)O1	-1	0	0	1	25	14	-1
CCC(CO)n1cnnc1-c1ccncc1 (stereo not given)	/	1	-2	/	-18	/	/
COc1ccc2c3c(n(C)c2c1)[C@H](CO)N(C(=O)c1cnccn1)CC31CN(C)C1	-7	/	/	2	/	-2	1

The closing 2 records of the section before are carried over, then new ones follow.
SMILES	SIRT5 inh	esBAF inh	FN deposition inh	LGR2 inh	C2C12 statin	S100A4 MyoIIA	Casp6 inh
CCC(CO)n1cnnc1-c1ccncc1 (stereo not given)	/	1	-2	/	-18	/	/
COc1ccc2c3c(n(C)c2c1)[C@H](CO)N(C(=O)c1cnccn1)CC31CN(C)C1	-7	/	/	2	/	-2	1
O=C(CSc1nc2c(c(=O)[nH]1)CCC2)Nc1cccc(F)c1	-3	-3	4	12	-2	-4	1
Cc1ccc(Oc2ncc(CN3CCOCC3)s2)cc1	/	?	8	/	-31	/	/
COc1cccc(CN2[C@@H]3CNC[C@H]2C3c2ccc(-c3cccc(C#N)c3)cc2)c1 (stereo not given in full)	4&3	/	7&8	20&9	/	4&11	-1&1
COc1ccc(S(=O)(=O)NCc2cc(=O)n(C)c(=O)n2C)cc1C	-9	1	7	4	-11	-14	0
COC(=O)Cn1cc(C(=O)C(C)(C)C)c2ccccc21	0	6	8	26	7	1	2
C[C@@H]1CN([C@@H](C)CO)C(=O)c2c(c3ccccc3n2C)-c2ccccc2CO[C@@H]1CN(C)S(=O)(=O)c1ccsc1	-2	0	-10	5	15	1	-1
Cc1ccc(NC(=O)C(c2ccccc2)N2CCN(C(=O)c3ccco3)CC2)cc1Cl (stereo not given)	-5	9	1	-34	-4	-7	3
Cc1ccc(NC(=S)N2CCC(C(=O)c3ccc(F)cc3)CC2)cc1C	-2	9	0	7	0	-8	2
CC(C)(C)c1nnc(NC(=O)c2ccc3c(c2)OCO3)s1	-4	/	5	-92	/	4	0
Cc1cccc(N2CCN(S(=O)(=O)c3ccc(S(=O)(=O)N4CCCC4)cc3)CC2)c1C	/	0	4	/	7	/	/
O=C(C1CCCC1)N1CC2(C1)[C@H](c1ccccc1)[C@H](CO)N2Cc1nccs1	18*	/	4	3	/	3	1
CS(=O)(=O)/C(C#N)=C/c1cccn1S(=O)(=O)c1ccccc1	1	-5	3	8	0	2	2
COc1ccccc1C(=O)NCCC(=O)N(C)Cc1cccnc1	-2	0	2	7	-1	-3	-4
COc1ccc(NS(=O)(=O)c2ccc(N3CCOCC3)c(NC(=O)c3ccc(F)cc3)c2)cc1	-1	14	3	11	-3	-6	-4
CCCCn1nnnc1C1(C)CCC(=O)N1CCc1ccccc1F (stereo not given)	/	/	9	-23	/	-2	-3
CCCSc1ccc([C@@H]2[C@H]3C(=O)N(CC)C(=O)[C@H]3[C@]3(C(=O)OC)CCCCN23)cc1	/	/	-8	16	/	-6	-11
O=C(Nc1ccccc1Cl)NC1(C(=O)N2CCOCC2)CCCCC1	-5	-3	1	0	1	-7	-3
CC(=O)c1ccc(S(=O)(=O)Nc2cccc(-c3ccc4nncn4n3)c2)cc1	/	3	1	-2	0	/	/
CC(C)C(=O)Nc1ccc2c(c1)C(=O)N(C)[C@H]1CC[C@@H](CC(=O)N[C@@H](C)c3ccccc3)O[C@@H]1CO2	/	1	-4	5	5	/	/
CN1CCCN(C(=O)c2cccc(Br)c2)CC1	-6	1	1	-1	-8	2	-5

In the list so far, these contain an NH in an aromatic ring.
SMILES	SIRT5 inh	esBAF inh	FN deposition inh	LGR2 inh	C2C12 statin	S100A4 MyoIIA	Casp6 inh
Cc1nc2nc(SCc3ccccc3)[nH]n2c(=O)c1C	0	0	5	-3	-1	-7	0
CCOCCCn1c(SCc2nc3sc(C(=O)O)c(C)c3c(=O)[nH]2)nnc1-c1ccc(Cl)cc1	-5	7	-14	-2	6	4	6
CCN(CC)CCCNC(=S)N1CCC(c2nc3ccccc3[nH]2)CC1	-3	6	5	21	-1	-6	-20
COc1ccc(-c2n[nH]c3c2CN(C(=O)c2ccccc2)CC3)cc1	-2	6	10	-3	-4	-1	0
O=C(CSc1nc2c(c(=O)[nH]1)CCC2)Nc1cccc(F)c1	-3	-3	4	12	-2	-4	1

(listing goes on)
SMILES	SIRT5 inh	esBAF inh	FN deposition inh	LGR2 inh	C2C12 statin	S100A4 MyoIIA	Casp6 inh
CCOC(=O)c1c(S(=O)(=O)N2CCN(c3ccc(C(C)=O)cc3)CC2)c(C)n(C)c1C	-10	3	-2	-15	8	3	3
CCc1nnc(NC(=O)c2cc(Cl)ccn2)s1	4	17	-2	-28	-8	-2	0
O=C(NN=c1c(=O)c2ccccc2c1=O)c1ccccc1	0	-5	/	5	22	3	/
O=C(NC1CCCC1)C1CCN(C(=O)c2ccc(Cl)cc2Cl)CC1	-3	-4	6	3	-7	2	-8
